USP30 block: blocks human USP30 ubiquitin-rhodamine cleavage; Q70CQ3; purified USP30, Ub-rhodamine cleavage fluorescence; inhibition, % at 25 µM; 47,000 tested, 5.3% active; AID 1645860
USP28 inh: blocks human USP28 ubiquitin-rhodamine cleavage; Q96RU2; purified USP28, Ub-rhodamine cleavage fluorescence, 30 min; inhibition, % at 25 µM; 47,000 tested, 3% active
USP7 block: inhibitors of human USP7 deubiquitinase. Q93009. 47,000 tested, 0.3% active. inhibition, % at 20 µM. AID 1645854. purified USP7, Ub-rhodamine cleavage fluorescence
Target sequence (Q93009 whole entry, looked up): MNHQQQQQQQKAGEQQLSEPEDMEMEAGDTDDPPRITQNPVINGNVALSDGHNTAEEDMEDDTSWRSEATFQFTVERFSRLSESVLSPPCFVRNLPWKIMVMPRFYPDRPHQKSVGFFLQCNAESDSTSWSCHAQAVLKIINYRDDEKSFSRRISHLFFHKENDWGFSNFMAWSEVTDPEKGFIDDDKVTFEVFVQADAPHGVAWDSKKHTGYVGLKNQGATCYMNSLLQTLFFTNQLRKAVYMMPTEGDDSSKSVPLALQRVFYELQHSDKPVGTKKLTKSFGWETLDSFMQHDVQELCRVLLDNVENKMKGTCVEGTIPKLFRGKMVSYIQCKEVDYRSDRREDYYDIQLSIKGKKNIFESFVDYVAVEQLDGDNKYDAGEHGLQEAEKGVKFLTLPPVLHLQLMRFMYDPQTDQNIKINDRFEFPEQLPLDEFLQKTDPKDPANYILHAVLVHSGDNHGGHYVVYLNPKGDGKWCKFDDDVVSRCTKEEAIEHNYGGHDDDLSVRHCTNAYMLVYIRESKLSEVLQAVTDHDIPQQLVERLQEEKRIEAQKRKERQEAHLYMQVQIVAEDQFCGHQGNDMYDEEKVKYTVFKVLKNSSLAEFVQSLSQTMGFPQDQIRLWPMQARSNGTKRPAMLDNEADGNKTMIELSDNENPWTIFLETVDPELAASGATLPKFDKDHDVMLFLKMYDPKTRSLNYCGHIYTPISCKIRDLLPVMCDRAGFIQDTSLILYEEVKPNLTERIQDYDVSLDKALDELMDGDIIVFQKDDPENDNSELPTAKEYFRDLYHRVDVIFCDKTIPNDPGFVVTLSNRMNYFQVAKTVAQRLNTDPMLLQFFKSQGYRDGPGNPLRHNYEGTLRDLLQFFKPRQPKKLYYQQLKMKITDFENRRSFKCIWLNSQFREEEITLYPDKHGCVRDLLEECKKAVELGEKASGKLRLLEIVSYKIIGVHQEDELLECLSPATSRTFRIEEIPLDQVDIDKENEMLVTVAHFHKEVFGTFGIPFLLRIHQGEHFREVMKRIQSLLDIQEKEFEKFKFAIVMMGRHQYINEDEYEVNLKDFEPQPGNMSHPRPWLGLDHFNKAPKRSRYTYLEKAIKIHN
USP10 inh: human USP10 deubiquitinase inhibition; inhibition, % at 20 µM; 47,000 tested, 1.1% active; AID 1645856; Q14694; purified USP10, Ub-rhodamine fluorescence, 60 min
OTUD3 block: inhibitors of human OTUD3 deubiquitinase. Q5T2D3. 47,000 tested, 0.7% active. inhibition, % at 25 µM. purified OTUD3, Ub-rhodamine fluorescence, 2 h
USP17 inh: human USP17-like deubiquitinase inhibition; A8MUK1; 47,000 tested, 6.5% active; purified USP17, Ub-rhodamine cleavage fluorescence, 3 h; inhibition, % at 50 µM; AID 1645855
UCHL1 block: blocks human UCHL1 ubiquitin-rhodamine cleavage; P09936; purified UCHL1, Ub-rhodamine cleavage fluorescence; inhibition, % at 20 µM; 47,000 tested, 0.2% active; AID 1645859
USP8 block: inhibitors of human USP8 deubiquitinase | 47,000 tested, 4.2% active | purified USP8, Ub-rhodamine cleavage fluorescence, 30 min | inhibition, % at 20 µM | P40818
* marks the source's active call; other numbers are inactive results; . = no result given. No stated cut-off is given here; in the data, active means inhibition above about 30%; inactive means the rest.

Abbreviations – A = USP30 block; B = USP28 inh; C = USP7 block; D = USP10 inh; E = OTUD3 block; F = USP17 inh; G = UCHL1 block; H = USP8 block
> CC(=O)N1c2ccccc2CC1C(=O)N1CCN(c2ccccn2)CC1 (stereo unspecified)
  A: 24; B: 5; C: 8; D: 1; E: 8; F: 12; G: 4; H: -3
> COc1ccc(N(CC(=O)N2c3ccccc3CC2C)S(=O)(=O)c2ccc(Cl)c([N+](=O)[O-])c2)cc1 (stereo unspecified)
  A: 19; B: 14; C: 12; D: 7; E: 22; F: 12; G: 3; H: 18
> Cc1nc(C(=O)N2CCC3(CC2)CO[C@@H]([C@@]2(C)CC[C@H](O)C(C)(C)O2)C3)c(C)s1
  A: 14; B: 5; C: 4; D: 2; E: 7; F: .; G: 0; H: 9
> CC1CCc2noc(C3CCN(C(=O)c4ccnn4C)CC3)c2C1 (stereo unspecified)
  A: 16; B: 11; C: -6; D: 0; E: 12; F: 9; G: 0; H: 20
> CN(C)S(=O)(=O)Oc1ccc(C(=O)Nc2ccc(F)cc2)cc1
  A: 41*; B: 32*; C: 2; D: 9; E: 13; F: 40*; G: 1; H: 20
> COc1ccc(-c2cc(-c3ccccc3)nc(SCC(N)=O)c2C#N)cc1OC
  A: -7; B: -10; C: 19; D: 22; E: -14; F: 75*; G: 2; H: 28
> O=c1c2[nH]c3ccccc3c2ncn1Cc1ccncc1
  A: 19; B: 15; C: 6; D: 2; E: 12; F: 8; G: 0; H: 10
> N#Cc1cccc(C(=O)Nc2cnc(N3CCOCC3)nc2)c1
  A: -73; B: -8; C: -16; D: -3; E: 0; F: -6; G: 0; H: 14
> CN1CCN(C(=O)c2ccc3nccnc3c2)CC1
  A: .; B: .; C: 0; D: -4; E: -1; F: -27; G: -3; H: -18
> O=C(COc1ccccc1)N1CCC(Nc2ncnc3c2CCC3)C1 (stereo unspecified)
  A: 9; B: 0; C: 2; D: 1; E: -2; F: 3; G: -1; H: 8
> O=C(Cn1cnc2c(oc3nc4c(cc32)CCCC4)c1=O)N1CCCC1
  A: -47; B: -16; C: -3; D: -6; E: -5; F: .; G: -4; H: -13
> COc1cccc(NC(=O)Cn2c(-c3ccccc3)nc(C)cc2=O)c1
  A: -4; B: 12; C: .; D: 5; E: 3; F: 4; G: 3; H: 2
> CS(=O)(=O)c1ccc2nc(NC(=O)Cn3ccc4ccc(Cl)cc43)sc2c1
  A: 15; B: 15; C: -1; D: -2; E: 6; F: 26; G: 0; H: 24
> O=S(=O)(c1cccc2nsnc12)N1CCCC1c1ccco1 (stereo unspecified)
  A: -15; B: 0; C: -3; D: -4; E: 2; F: -14; G: -1; H: -53
> CCCCc1ccc(NC(=O)CCc2c(C)nc3nc[nH]n3c2=O)cc1
  A: 9; B: 2; C: -1; D: 5; E: -1; F: 1; G: 0; H: 5
> O=C(Cn1cnc2c(cnn2-c2cccc(Cl)c2)c1=O)N1CCCC1
  A: -46; B: -23; C: -10; D: -9; E: -9; F: -23; G: -3; H: -37
> CC(C)C(=O)Nc1nc2cc(NS(=O)(=O)c3ccccc3)ccc2s1
  A: 36*; B: 17; C: 3; D: 7; E: 11; F: 4; G: 24; H: 15
> CCCCCCCCCCCC(O)CC(=O)N[C@@H](CC(C)C)C(=O)N[C@H](CCC(=O)O)C(=O)N[C@H]1C(=O)N[C@H]([C@@H](C)CC)C(=O)NC(CC(C)C)C(=O)N[C@H](CO)C(=O)N[C@@H](CC(C)C)C(=O)N[C@@H](CC(C)C)C(=O)N[C@H](CO)C(=O)N[C@@H](C(C)C)C(=O)O[C@@H]1C (stereo partly specified)
  A: -15; B: 43*; C: 39*; D: 35*; E: 44*; F: 51*; G: 29; H: 35*
> Cc1ncc(-c2cncc(C3CCCN(C(=O)c4ccc5nc[nH]c5c4)C3)n2)n1C (stereo unspecified)
  A: -3; B: -13; C: 2; D: 2; E: -7; F: -6; G: -1; H: -15
> CCN(CC)C(=O)C1Cn2ccnc2C2(CCN(C(=O)c3ccccc3)CC2)O1 (stereo unspecified)
  A: 6; B: 1; C: 3; D: -1; E: 8; F: -27; G: 4; H: -160
> CNS(=O)(=O)c1ccc(Nc2ccc3c(c2)OCO3)c([N+](=O)[O-])c1
  A: -15; B: 1; C: -64; D: 0; E: 4; F: 21; G: 1; H: -31
> COc1ccc(-c2cc(=NCC(=O)NCC(=O)O)c3cc(C)ccc3o2)cc1
  A: .; B: .; C: 6; D: 2; E: 0; F: 5; G: 3; H: 0
> Cc1c(C#N)c2ccccc2n1CC(=O)NC1CCCCCC1
  A: 10; B: -6; C: 5; D: 0; E: 0; F: -13; G: 0; H: -19
> Fc1ccc(-c2cc(CN3CCCC3)[nH]n2)cc1
  A: 25; B: 5; C: 3; D: 4; E: 9; F: 8; G: 4; H: 2
> CNC(=O)C1(C)CN(C(=O)c2ccc3ccccc3n2)CCO1 (stereo unspecified)
  A: -19; B: 9; C: 3; D: -1; E: 2; F: 5; G: -1; H: -6
> CCNC(=O)c1ccc(N2CCNCC2)c(NS(=O)(=O)c2cc(C)c(C)cc2C)c1
  A: 10; B: 7; C: -5; D: -3; E: 5; F: 5; G: 0; H: 46*
> CC1CCN(C(=O)Cn2cc(S(=O)(=O)Cc3ccc(F)cc3)c3ccccc32)CC1
  A: -35; B: -7; C: -48; D: -1; E: -13; F: -18; G: 2; H: -1
> O=C(OC[C@H]1O[C@@H](Oc2ccccc2CO)[C@H](O)[C@@H](O)[C@@H]1O)c1ccccc1
  A: 20; B: 9; C: 1; D: 2; E: 7; F: -1; G: 5; H: 2
> Cc1ccc(C(C)C(=O)N2CCC(c3ccnc4nc(C(F)(F)F)nn34)CC2)cc1 (stereo unspecified)
  A: 11; B: 2; C: -9; D: -5; E: 0; F: -6; G: 2; H: -3
> CC(=O)O[C@H]1C[C@H](OC(C)=O)[C@]2(C)C1[C@H](C)C[C@@H]1OC(=O)C(CN3CCCCC3)[C@H]1[C@@H]2O (stereo partly specified)
  A: 13; B: 1; C: 2; D: 0; E: 15; F: 3; G: 1; H: 12
> COc1cc(OC)c2c(C)c(CC(=O)N[C@@H](Cc3c[nH]c4ccccc34)C(=O)O)c(=O)oc2c1
  A: -1; B: -2; C: 0; D: 3; E: 1; F: 8; G: 0; H: 1
> CC(C)c1nc2sc3c(SCC(=O)N(c4ccccc4)c4ccccc4)ncnc3c2c2c1COC(C)(C)C2
  A: 32*; B: 7; C: 6; D: -2; E: 17; F: 14; G: 1; H: 0
> CCn1nccc1C1CCCN1S(=O)(=O)c1ccc(C)cc1 (stereo unspecified)
  A: -7; B: -7; C: -3; D: 0; E: -6; F: -3; G: -1; H: -3
> COc1ccc(-c2nnc(NC(=O)Cc3ccc(F)cc3)o2)c(OC)c1
  A: 8; B: 0; C: 1; D: 4; E: -1; F: 6; G: 0; H: -115
> N#Cc1cccc(NC(=O)Cn2cccc2-c2nc(-c3ccccc3)no2)c1
  A: 13; B: 17; C: 11; D: 18; E: 18; F: 31*; G: 2; H: 31*
> COc1cccc(CC(=O)N2CCc3cc(-c4noc(C)n4)ccc32)c1
  A: -7; B: 19; C: -1; D: 5; E: 1; F: .; G: 2; H: 0
> CCc1cccc(NC(=O)Cn2c(-c3nc(C)no3)cccc2=O)c1
  A: 8; B: 19; C: 2; D: 0; E: 0; F: -15; G: 4; H: 19
> CC(C)(C)C(=O)Cn1c(=O)n(C2CCCCC2)c(=O)c2ccccc21
  A: 20; B: 12; C: -71; D: 4; E: 11; F: 13; G: 4; H: 16
> CCOc1ccccc1C(=O)Nc1ccc2c(c1)Sc1ncccc1C(=O)N2C
  A: 0; B: 40*; C: 0; D: -8; E: -15; F: 53*; G: -1; H: -2
> CC(=O)Nc1ccc(C2=CSC3=NS(=O)(=O)CCN23)cc1
  A: 32*; B: 13; C: 4; D: -2; E: 23; F: 9; G: 3; H: 12
> COc1ccc(OC)c(S(=O)(=O)N2CCC(c3nc4ccccc4[nH]3)CC2)c1
  A: 6; B: 10; C: 0; D: 0; E: 0; F: 0; G: -2; H: 17
> O=C1NC2(CCCc3ccccc32)C(=O)N1Cc1csc(-c2ccccc2)n1 (stereo unspecified)
  A: 3; B: 15; C: -189; D: 2; E: -11; F: 0; G: 2; H: 0
> COc1ncccc1CN1CCC2(CC1)CC(Nc1nccs1)CO2 (stereo unspecified)
  A: 1; B: -2; C: 4; D: 0; E: 3; F: -17; G: 0; H: -59
> CCN1[C@H]2CCN(C(=O)c3cccc(OC)c3)CC[C@@H]2Oc2ccccc2S1(=O)=O
  A: 0; B: -2; C: 1; D: 0; E: 1; F: -2; G: -1; H: 0
> Cc1cccc(NC(=O)c2cn[nH]c2S(=O)(=O)Nc2ccc(F)cc2)c1
  A: -5; B: -9; C: -8; D: 8; E: -3; F: 6; G: -1; H: -3
> CC1CCC/C=C/C=C/C(=O)CC(O)C/C=C\C=C\C(O)C/C=C/C=C\C(=O)O1 (stereo unspecified)
  A: -59; B: 2; C: -1; D: -4; E: 8; F: 2; G: 2; H: -18
> COCCn1cnc2c1c(=O)n(CC(=O)Nc1cc(F)ccc1F)c(=O)n2Cc1ccccc1
  A: -24; B: -17; C: -11; D: 0; E: -5; F: 7; G: 0; H: 6
> c1ccc(-c2noc(-c3ccc(N4CCC5(CC4)OCCO5)nn3)n2)cc1
  A: 3; B: -1; C: 4; D: -1; E: -4; F: 28; G: -1; H: 15
> O=C(Nc1c(F)cccc1F)N1CCn2cccc2C1c1ccc(F)cc1 (stereo unspecified)
  A: -61; B: 2; C: -9; D: -1; E: -4; F: -33; G: 2; H: -4
> O=C(NCCc1ccccc1)c1csc(C(=O)N2CCCC2)n1
  A: -5; B: -1; C: -3; D: -1; E: -5; F: .; G: 0; H: -8

Remaining list, next part
Abbreviations – A = USP30 block; B = USP28 inh; C = USP7 block; D = USP10 inh; E = OTUD3 block; F = USP17 inh; G = UCHL1 block; H = USP8 block
> Cc1cccc(-c2nc3n(CC(=O)Nc4ccc(Cl)cc4)c(C)cc(=O)n3n2)c1
  A: 26; B: 6; C: 11; D: 13; E: 8; F: 68*; G: 0; H: 8
> COc1cccc(CC(=O)N[C@@H](C)c2nc3cc(-c4ccccc4F)ncn3n2)c1
  A: 26; B: 9; C: 1; D: 0; E: 6; F: 24; G: 1; H: 10
> CC(=O)N1CCc2cc(S(=O)(=O)NC(Cc3ccccc3)C(=O)NCc3ccc4c(c3)OCO4)ccc21 (stereo unspecified)
  A: 54*; B: 52*; C: 3; D: 11; E: 17; F: 56*; G: 6; H: 13
> Cc1cccc(OCC(=O)NCC(c2ccco2)N2CCOCC2)c1 (stereo unspecified)
  A: .; B: .; C: -2; D: -2; E: 5; F: -8; G: 5; H: 0
> O=C1CCCC[C@]2(CN(Cc3cccc(OCc4ccccn4)c3)C[C@H]2c2ccccn2)N1
  A: -21; B: -9; C: -1; D: -2; E: 0; F: -8; G: -4; H: -7
> Cc1cccc(C2CC(=O)Nc3c2c(C)nn3-c2ccc3nnc(C)n3n2)c1 (stereo unspecified)
  A: 11; B: 0; C: -7; D: 0; E: 0; F: 0; G: -2; H: 4
> COc1ccc(Cl)cc1NS(=O)(=O)c1cccc(C(=O)N2CCC(C)CC2)c1
  A: -2; B: -1; C: -13; D: 3; E: -18; F: -3; G: 0; H: -7
> O=C(C1CC(=O)N(C2CCCCC2)C1)N1CCc2ccccc21 (stereo unspecified)
  A: 0; B: -3; C: 0; D: 1; E: -12; F: 3; G: -3; H: 5
> COc1ccc(C(=O)c2oc3ccccc3c2NC(=O)COc2ccccc2F)cc1
  A: 22; B: 5; C: 9; D: 4; E: 10; F: 23; G: 2; H: 1
> CCC12CN3CC(C)(CN(C1)C31C(=O)N(C)c3ccccc31)C2=O (stereo unspecified)
  A: -16; B: 6; C: 5; D: 2; E: 7; F: 7; G: 2; H: 6
> CCN1CCN(C(=O)c2cc(C)n3nc(-c4ccccn4)cc3n2)CC1
  A: 3; B: -3; C: 1; D: 1; E: -2; F: 0; G: 2; H: 12

By substructure, those above with an NH in an aromatic ring.
Abbreviations – A = USP30 block; B = USP28 inh; C = USP7 block; D = USP10 inh; E = OTUD3 block; F = USP17 inh; G = UCHL1 block; H = USP8 block
> O=c1c2[nH]c3ccccc3c2ncn1Cc1ccncc1
  A: 19; B: 15; C: 6; D: 2; E: 12; F: 8; G: 0; H: 10
> CCCCc1ccc(NC(=O)CCc2c(C)nc3nc[nH]n3c2=O)cc1
  A: 9; B: 2; C: -1; D: 5; E: -1; F: 1; G: 0; H: 5
> Cc1ncc(-c2cncc(C3CCCN(C(=O)c4ccc5nc[nH]c5c4)C3)n2)n1C (stereo unspecified)
  A: -3; B: -13; C: 2; D: 2; E: -7; F: -6; G: -1; H: -15
> Fc1ccc(-c2cc(CN3CCCC3)[nH]n2)cc1
  A: 25; B: 5; C: 3; D: 4; E: 9; F: 8; G: 4; H: 2
> COc1cc(OC)c2c(C)c(CC(=O)N[C@@H](Cc3c[nH]c4ccccc34)C(=O)O)c(=O)oc2c1
  A: -1; B: -2; C: 0; D: 3; E: 1; F: 8; G: 0; H: 1
> COc1ccc(OC)c(S(=O)(=O)N2CCC(c3nc4ccccc4[nH]3)CC2)c1
  A: 6; B: 10; C: 0; D: 0; E: 0; F: 0; G: -2; H: 17
> Cc1cccc(NC(=O)c2cn[nH]c2S(=O)(=O)Nc2ccc(F)cc2)c1
  A: -5; B: -9; C: -8; D: 8; E: -3; F: 6; G: -1; H: -3

From PubChem BioAssay
